# Screening data as filed in PubChem.
# Growth percent in the NCI-60 one-dose screen (48 h, 10 µM unless noted): 100 = growth as untreated, 0 = no growth, -100 = all killed.
# MDA-MB-435 = MDA-MB-435 melanoma. actives 7.8% (n = 82,000). AID 1794794
# SK-MEL-28 = SK-MEL-28 melanoma | actives 4.1% (n = 81,000)
# UACC-62 = UACC-62 melanoma. actives 5.4% (n = 81,000). AID 1794756
# MALME-3M = MALME-3M melanoma. actives 5.8% (n = 78,000)
# UACC-257 = UACC-257 melanoma; actives 4.4% (n = 78,000); AID 1794764
# SK-MEL-2 = SK-MEL-2 melanoma. actives 4.7% (n = 77,000). AID 1794763
# M14 = M14 melanoma; actives 6.2% (n = 80,000); AID 1794745
# SK-MEL-5 = SK-MEL-5 melanoma; actives 6.4% (n = 80,000)
# * marks the source's active call; other numbers are inactive results; nt = not tested or not shown; & = joins results of further samples; [ ] = remark or other dose. The calls were made as follows: active = growth percent below 10; inactive = the rest.
(1) CC(Br)C(=O)N1CCN(c2cc3c(cc2F)c(=O)c(C(=O)O)cn3C2CC2)CC1 (centres undefined)
(2) CCOC(=O)c1ccc(-n2c(C)nc3cc(Cl)ccc3c2=O)cc1
(3) Cc1nn(-c2ccccc2)c2nc(C)n(CC(=O)Nc3ccc(C(=O)N[C@@H](CCC(=O)O)C(=O)O)cc3)c(=O)c12
(4) Cc1nc2cc(O)c(O)cc2cc1Oc1ccc(NC(=O)Nc2ccc(Cl)c(Cl)c2)cc1
(5) CN1C(=O)c2ccccc2S1(=O)=O
(6) N#Cc1c(Nc2ccccc2)nn2c(-c3ccccc3)ccnc12
(7) CCOC(=O)c1ccc(S(C)(=O)=O)cc1
(8) N#C/C(=C1\SCCCN1c1ccccc1)c1nc2ccccc2s1
screen / no.,1,2,3,4,5,6,7,8
MDA-MB-435,82,92,103,54,102,99,111,101
SK-MEL-28,76,98,97,79,119,106,105,101
UACC-62,44,90,92,85,102,86,103,60
MALME-3M,70,96,96,85,121,122,109,93
UACC-257,71,94,93,89,103,106,110,98
SK-MEL-2,74,nt,98,78,121,nt,nt,87
M14,63,106,115,81,116,119,104,94
SK-MEL-5,62,62,101,-42*,104,103,101,94

(9) O=C(N/N=C/c1ccc(O)cc1O)c1ccc(Nc2ccnc(C(F)(F)F)c2)cc1
(10) Cc1ccc(OCCOCCOCCOCCOCCOc2ccc(C)n(O)c2=S)c(=S)n1O
(11) CCCCCCCCCCCCCCCC[N+](C)(C)CCCNS(=O)(=O)c1ccc2ccccc2c1
(12) Cc1c(O)cc(C(=O)CCl)c(O)c1C
(13) CN(C)/C(=C/C(=O)c1ccccc1)C(=O)c1ccccc1
(14) CCCc1oc2ccccc2c(=O)c1C(=O)c1ccc(OC)cc1
(15) Cc1nc(-[n+]2nc(-c3ccccc3)nn2-c2ccccc2)sc1C
(16) CCCNNC(=O)c1ccc(-c2ccc(NC(=O)CCCCCCC(=O)N[C@H](C(=O)N3C[C@H](O)C[C@H]3C(=O)N[C@@H](C)c3ccc(-c4scnc4C)cc3)C(C)(C)C)cc2)cc1
screen / no.,9,10,11,12,13,14,15,16
MDA-MB-435,45,33,103,108,104,100,91,8.7*
SK-MEL-28,61,33,105,123,115,102,108,24
UACC-62,12,-14*,100,97,96,90,60,-5.5*
MALME-3M,47,16,105,104,114,nt,90,32
UACC-257,45,-3.9*,99,105,100,94,98,24
SK-MEL-2,73,16,114,98,104,102,71,7.0*
M14,36,-4.3*,nt,108,102,101,80,40
SK-MEL-5,21,-32*,109,98,102,147,96,-0.9*

(17) COc1cc(C2(C)NC(=O)NC2=O)cc(OC)c1OC (centres undefined)
(18) CCc1c(Cl)c(Cl)c(Cl)c(Cl)c1Cl
(19) O=C(NC(C(=O)O)c1ccccc1)c1cccc(NCc2ccc(-c3noc(=O)[nH]3)cc2)c1 (centres undefined)
(20) O=C1OC(=O)C2C1CC=CC2c1ccccc1 (centres undefined)
(21) NC(N)=N/N=C/c1c(Cl)cccc1Cl
(22) COc1ccc(-c2nc3sc(C)nn3c2C(=O)/C=C/c2cc(OC)c(OC)c(OC)c2)cc1
(23) CC1Cc2ccccc2N1C(=O)c1ccc(C(=O)c2ccccc2)cc1 (centres undefined)
(24) O=C1/C(=C/c2cccc(Br)c2)COc2ccc(O)c(O)c21
screen / no.,17,18,19,20,21,22,23,24
MDA-MB-435,103,112,100,102,109,102,89,-35*
SK-MEL-28,101,109,106,92,112,126,99,-17*
UACC-62,103,112,101,94,101,nt,74,-72*
MALME-3M,103,nt,93,79,101,nt,73,-45*
UACC-257,95,105,103,107,82,81,30,11
SK-MEL-2,109,113,98,97,89,69,19,-15*
M14,112,104,96,97,101,95,84,-5.1*
SK-MEL-5,98,108,99,99,92,80,74,23

(25) CCOC(=O)/C(C#N)=C\c1ccc(OCC)c(OCC)c1
(26) COc1cc(-c2ccc(-c3ccc(C(=N)N)nc3)s2)cc(OC)c1OC
(27) CCOC(=O)c1nnn(Cc2cc(=O)oc3cc(C)ccc23)c1C
(28) O=C1/C(=C/c2ccc(Cl)cc2)N=C2SCCCN12
(29) Cn1c(N2NC(=O)C(N=Nc3ccc(S(N)(=O)=O)cc3)C2=O)nc(-c2ccco2)c(C#N)c1=O (centres undefined)
(30) O=c1[nH]cc(CCCO)c(=O)[nH]1
(31) COc1ccc(N(C(C)=O)c2nc(OC(C)=O)cs2)c(OC)c1
(32) O=C(O)c1ccccc1N=Cc1ccccc1
screen / no.,25,26,27,28,29,30,31,32
MDA-MB-435,104,37,109,109,119,97,102,95
SK-MEL-28,107,59,117,110,102,96,104,129
UACC-62,94,59,85,100,83,93,103,119
MALME-3M,111,25,106,103,75,90,98,nt
UACC-257,108,93,97,nt,89,98,95,113
SK-MEL-2,115,89,115,nt,117,90,108,108
M14,120,43,104,106,92,99,100,109
SK-MEL-5,101,38,100,101,98,94,100,116

(33) CCOC(=O)C(C)(C)CCc1ccncc1
(34) CC1O[C@@H](OC2[C@H](OC(=O)/C=C/c3ccc(O)c(O)c3)C(COC3O[C@H](C)C(O)C(O)[C@@H]3O)O[C@@H](OCCc3ccc(O)c(O)c3)[C@H]2O)[C@@H](O)C(O)[C@H]1O (some centres undefined)
(35) O=C(O)CCc1nc2c(=O)[nH]c(SCC(=O)Nc3cccc(Cl)c3)nc2[nH]c1=O
(36) O=C(CSc1nc2ccccc2[nH]1)c1ccc(N2CCCC2)cc1
(37) O=C(O)c1cccc([N+](=O)[O-])c1/C=C/c1ccccc1
(38) CCOC(=O)CNC(=O)c1ccccc1
(39) Cn1cc(-c2nc(N)nnc2-c2ccccn2)c2cc(Cl)ccc21
(40) C[C@]12CC[C@H](O)C[C@@H]1CC[C@@H]1[C@@H]2CC[C@@]2(C)[C@H]1CC[C@@H]2[C@](C)(O)CCc1ccc(F)cc1
screen / no.,33,34,35,36,37,38,39,40
MDA-MB-435,106,103,107,45,105,101&101,111,84
SK-MEL-28,110,110,108,86,105,109&110,108,104
UACC-62,101,101,100,49,107,89&102,85,79
MALME-3M,140,88,110,93,90,110&108,111,107
UACC-257,105,81,100,95,117,87&104,96,77
SK-MEL-2,114,100,110,72,106,100&101,107,104
M14,109,97,104,94,101,94&99,104,96
SK-MEL-5,115,103,102,78,103,111&102,80,58

(41) ON=C1CCSCC1
(42) COc1ccc(-c2nnc(COc3ccc(C(=O)/C=C/c4cccs4)cc3)o2)cc1
(43) O=S(=O)(Nc1ccccc1Cl)c1ccc(-c2cnc(C3CC3)o2)cc1
(44) CCNC1=CC(=O)c2ncccc2C1=O
(45) C/C(=C(\c1ccc(OCCCN(C)C)cc1)c1ccc(OC(=O)C2CCCCC2)cc1)c1ccc(Cl)cc1
(46) CSc1nccc(-c2c(-c3ccc(F)c(OCCc4ccccc4)c3)nc3sccn23)n1
(47) CC(=O)Nc1nc2ccc(Oc3ccnc(NCCNS(=O)(=O)c4ccc(Cl)cc4)n3)cc2s1
(48) O=C(CCCCCCCC(=O)N1CCCC1)N1CCCC1
screen / no.,41,42,43,44,45,46,47,48
MDA-MB-435,101,86,-35*,-92*,97,62,92,119
SK-MEL-28,107,103,59,-37*,104,82,101,116
UACC-62,96,97,40,-95*,89,36,76,93
MALME-3M,101,122,47,-85*,75,81,101,117
UACC-257,100,103,69,-14*,97,69,nt,103
SK-MEL-2,88,125,39,27,90,nt,92,95
M14,97,107,19,-87*,83,74,75,100
SK-MEL-5,98,nt,17,-98*,95,17,39,103

(49) O=C(OC(CO)C(=O)NC12CC3CC(CC(C3)C1)C2)c1ccc(Cl)cc1 (centres undefined)
(50) CC/C(=C\c1ccccc1OC)c1ccncc1
(51) S=C(Nc1ccccc1)Nc1ccc(OCc2nc3ccc(Cl)cc3[nH]2)cc1
(52) O=C(O)COc1ccccc1OCC(=O)O
(53) CN1C2=NCCN2C(=O)c2cc(Cl)ccc21
(54) c1ccc(C2=NN3C(C2)c2ccccc2OC3c2ccc3noc(-c4ccccc4)c3c2)cc1 (centres undefined)
(55) O=c1cc(-c2ccccc2)oc2c(O)c(O)ccc12
(56) CCN(CC)S(=O)(=O)c1cccc(-c2ccc3c(NC(=O)C4CC4)n[nH]c3c2)c1
screen / no.,49,50,51,52,53,54,55,56
MDA-MB-435,95,53,75,123,104,107,69,7.5*[6.25 µM]
SK-MEL-28,108,107,88,113,100,109,81,29[6.25 µM]
UACC-62,97,76,77,100,101,95,73,29[6.25 µM]
MALME-3M,104,101,92,126,96,105,87,21[6.25 µM]
UACC-257,100,93,105,108,91,108,85,22[6.25 µM]
SK-MEL-2,106,95,91,109,nt,107,85,-17*[6.25 µM]
M14,98,84,85,101,101,102,59,8.3*[6.25 µM]
SK-MEL-5,98,86,83,104,99,99,54,-37*[6.25 µM]

(57) CC(=O)OC1CCC2(C)C3CCC4(C)C(CCC45OC5(C)OC(C)=O)C3CC3OC32C1 (centres undefined)
(58) COc1ccc(-n2c(SCc3nnc(NC(=O)c4ccc(Br)cc4)s3)nc3ccc(Cl)cc3c2=O)cc1
(59) COc1cc(C2CC(=O)Nc3c2c(C)nn3-c2nc3ccccc3[nH]2)cc2c1OCO2 (centres undefined)
(60) CCc1ccc(Cn2c(=O)nc(NCCN=C(N)N)n(Cc3ccc(OC)cc3)c2=O)cc1
(61) Oc1ccc2ccccc2c1.[Cu+2]
(62) CCCCC[C@H]1CC=C2C(=O)C(Cl)=C[C@@H]2CC=CCCCC(=O)O[C@@H](CCCCC)CC=C2C(=O)C(Cl)=C[C@@H]2CC=CCCCC(=O)O[C@@H](CCCCC)CC=C2C(=O)C(Cl)=C[C@@H]2CC=CCCCC(=O)O1
(63) Cc1ccc2nc(NC(=O)CSc3nc(-c4ccccc4)c(C#N)c(=O)n3Cc3ccccc3)sc2c1
(64) COC(=O)C1CN(Cc2ccccc2)C(=O)C1=O (centres undefined)
screen / no.,57,58,59,60,61,62,63,64
MDA-MB-435,98,99,99,105,104,25[8 µM],46,110
SK-MEL-28,97,98,104,92,101,52[8 µM],79,100
UACC-62,94,88,92,96,112,nt,53,106
MALME-3M,117,94,94,94,82,105[8 µM],79,95
UACC-257,71,96,101,99,101,76[8 µM],98,100
SK-MEL-2,113,nt,109,101,99,91[8 µM],86,108
M14,105,92,86,94,102,48[8 µM],88,103
SK-MEL-5,99,95,99,93,101,62[8 µM],83,114

# Overlap with the part before: two entries; new compounds follow.
(63) Cc1ccc2nc(NC(=O)CSc3nc(-c4ccccc4)c(C#N)c(=O)n3Cc3ccccc3)sc2c1
(64) COC(=O)C1CN(Cc2ccccc2)C(=O)C1=O (centres undefined)
(65) O=C1C(c2ccc([N+](=O)[O-])cc2)=[N+]([O-])c2cc([N+](=O)[O-])ccc21
(66) O=[N+]([O-])c1c(Cl)cc(Cl)cc1Cl
(67) COc1ccc(-c2cc(-c3ccc(Cl)cc3)c(C#N)c(=O)n2CCCCC(=O)Nc2ccccc2N)cc1
(68) COc1ccc(Cc2sc3nc(=O)c4cn(C)nc4n3c2C)cc1
(69) COc1c(O)c(O)cc2c3c(oc12)CC(c1ccc(N(C)C)cc1)CC3=O (centres undefined)
(70) Clc1ccc(/C=N/c2n[nH]c(Nc3ccccc3)n2)cc1
(71) COc1ccc(C2OC(c3cc(-c4cc5ccccc5o4)nn3-c3ccccc3)=NN2C(C)=O)cc1 (centres undefined)
screen / no.,63,64,65,66,67,68,69,70,71
MDA-MB-435,46,110,98,116,39,107,106,97,108
SK-MEL-28,79,100,103,104,65,127,102,102,109
UACC-62,53,106,98,103,24,107,79,94,87
MALME-3M,79,95,105,115,59,107,105,97,107
UACC-257,98,100,111,113,45,108,91,106,nt
SK-MEL-2,86,108,124,113,80,102,90,104,95
M14,88,103,108,98,-7.3*,108,85,110,99
SK-MEL-5,83,114,102,nt,-39*,107,92,99,8.7*

# Molecules from the list above containing an NH in an aromatic ring:
(19) O=C(NC(C(=O)O)c1ccccc1)c1cccc(NCc2ccc(-c3noc(=O)[nH]3)cc2)c1 (centres undefined)
(30) O=c1[nH]cc(CCCO)c(=O)[nH]1
(35) O=C(O)CCc1nc2c(=O)[nH]c(SCC(=O)Nc3cccc(Cl)c3)nc2[nH]c1=O
(36) O=C(CSc1nc2ccccc2[nH]1)c1ccc(N2CCCC2)cc1
(51) S=C(Nc1ccccc1)Nc1ccc(OCc2nc3ccc(Cl)cc3[nH]2)cc1
(56) CCN(CC)S(=O)(=O)c1cccc(-c2ccc3c(NC(=O)C4CC4)n[nH]c3c2)c1
(59) COc1cc(C2CC(=O)Nc3c2c(C)nn3-c2nc3ccccc3[nH]2)cc2c1OCO2 (centres undefined)
(70) Clc1ccc(/C=N/c2n[nH]c(Nc3ccccc3)n2)cc1
screen / no.,19,30,35,36,51,56,59,70
MDA-MB-435,100,97,107,45,75,7.5*[6.25 µM],99,97
SK-MEL-28,106,96,108,86,88,29[6.25 µM],104,102
UACC-62,101,93,100,49,77,29[6.25 µM],92,94
MALME-3M,93,90,110,93,92,21[6.25 µM],94,97
UACC-257,103,98,100,95,105,22[6.25 µM],101,106
SK-MEL-2,98,90,110,72,91,-17*[6.25 µM],109,104
M14,96,99,104,94,85,8.3*[6.25 µM],86,110
SK-MEL-5,99,94,102,78,83,-37*[6.25 µM],99,99
